KCNK3 block = human KCNK3 channel inhibition, primary screen. CHO-KCNK3 thallium flux, FluxOR fluorescence; hits give low values. 0.84% of 340,000 active. B-score at 10 µM;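 active = B-score under library mean minus 4 SD, starting fluorescence ratio at most library mean plus 5 SD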;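 also: more negative B-score means stronger inhibition of thallium flux through KCNK3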
Target sequence (O14649 whole entry, looked up): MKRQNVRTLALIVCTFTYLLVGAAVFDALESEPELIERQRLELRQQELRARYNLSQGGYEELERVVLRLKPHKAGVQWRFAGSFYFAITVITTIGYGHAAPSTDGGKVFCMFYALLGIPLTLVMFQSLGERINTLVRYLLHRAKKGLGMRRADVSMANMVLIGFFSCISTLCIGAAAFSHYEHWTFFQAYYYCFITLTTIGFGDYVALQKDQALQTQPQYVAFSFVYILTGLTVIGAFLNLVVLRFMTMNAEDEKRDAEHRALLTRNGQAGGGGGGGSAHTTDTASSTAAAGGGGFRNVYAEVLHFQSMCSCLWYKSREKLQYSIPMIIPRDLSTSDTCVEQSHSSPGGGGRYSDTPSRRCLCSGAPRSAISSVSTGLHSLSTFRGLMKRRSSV
KCNK9 inh = inhibitors of human KCNK9 two-pore domain potassium channel; Q9NPC2; HEK293 KCNK9, FluxOR thallium flux fluorescence; hits give low values; B-score at 10 µM; 1.2% of 310,000 active; AID 488922;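 active = ratio B-score over 3 SD below the library mean, with starting fluorescence within 5 SD of its mean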;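 also: negative B-score means less thallium flux so channel inhibition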
KCNQ1 pot = human KCNQ1 channel potentiation or activation; P51787; B-score at 10 µM; 0.35% of 310,000 active; AID 2648; CHO-K1 KCNQ1, thallium flux FluxOR fluorescence; hits give high values;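 active = fluorescence ratio B-score, a plate-corrected score, at least three library SD, with initial intensity B-score within 5 SD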
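Material: CHO-K1 cells stably expressing KCNQ1. Medium: assay buffer for compound exposure, DMSO matched across wells. Reagent: K+/Tl+ depolarizing stimulus. Compound dosing: single-concentration screen. Times: 37 °C overnight plating, 90-min dark dye load, 20-min compound pretreatment. Technique: FluxOR Tl+ flux fluorescence.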
RGS4 act = RGS4 potentiation or activation. AID 463111. HEK293 M3R/inducible RGS4, carbachol calcium flux Fluo4; hits give low values. 0.92% of 310,000 active. B-score at 10 µM;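 active = B-score of the integrated calcium signal more than 4 SD below the library mean, with starting fluorescence not abnormally high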;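 also: negative B-score means reduced calcium response which marks RGS4 activation or potentiation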
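Material: Inducible-RGS4 HEK293 cells carrying M3 receptor; also added: carbachol at ECmax as muscarinic agonist stimulus; incubation: compound preincubation 20 min at room temperature before agonist; signal: Fluo4-AM (2 µM) calcium-flux fluorescence, kinetic read; measure: integrated calcium ratio converted to B score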
PolyA inhibitor = inhibitors of polyadenylation in S. cerevisiae; S. cerevisiae SKY197-pL101 polyadenylation reporter, beta-gal luminescence; efflux-impaired pdr1/pdr3 knockout yeast; score 100 = 6 SD above DMSO; calls only at 12 µM; 0.02% of 300,000 active; AID 1875;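 active = lowest replicate activity score at least 50, where 100 means six control SD above control mean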;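 also: yeast exposed to compound for 9 h at 30 °C; higher score means more reporter readthrough which indicates perturbed polyadenylation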
KCNQ1 block = human KCNQ1 channel inhibition; B-score at 10 µM; AID 2642; 1.3% of 310,000 active; P51787; CHO-K1 KCNQ1, FluxOR thallium flux fluorescence; hits give high values;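 active = compounds whose thallium flux B-score, printed positive for inhibition, exceeds three library SD while starting fluorescence stays within three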;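 also: channel opened by potassium depolarization with thallium stimulus after 20 min compound exposure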
GSK3beta inhib = inhibitors of human GSK3beta kinase | GST-GSK3beta kinase, ADP-Glo luminescence, 60 min; hits give low values | activity score (negative = inhibition), % at 10 µM | 0.038% of 300,000 active;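 active = more than half of replicate wells score below -50%, meaning over 50% inhibition versus plate controls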;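 also: 0% = median DMSO wells and -100% = median GW8510 positive control wells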
Target sequence (P49841 whole entry, looked up): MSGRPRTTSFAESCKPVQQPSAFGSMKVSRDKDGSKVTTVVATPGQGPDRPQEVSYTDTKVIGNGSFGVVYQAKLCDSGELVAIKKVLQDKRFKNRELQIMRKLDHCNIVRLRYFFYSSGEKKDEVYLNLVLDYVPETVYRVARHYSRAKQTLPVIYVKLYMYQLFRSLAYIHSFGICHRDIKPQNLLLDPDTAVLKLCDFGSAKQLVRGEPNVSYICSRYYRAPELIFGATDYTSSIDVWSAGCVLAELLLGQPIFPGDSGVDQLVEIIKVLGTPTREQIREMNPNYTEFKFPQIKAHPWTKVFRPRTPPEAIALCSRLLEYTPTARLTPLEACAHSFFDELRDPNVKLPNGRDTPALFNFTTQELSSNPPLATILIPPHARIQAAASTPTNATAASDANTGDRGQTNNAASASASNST
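Assay system: GST-fused GSK3beta enzyme, cell-free / Medium: Tris pH 7.5 buffer with MgCl2, DTT, BSA, heparin / Also added: peptide substrate plus 25 µM ATP (final) / Compound: 10 µM single point / Timing: kinase reaction with compound 60 min at room temperature / Detection: ADP-Glo luminescence / Benchmarks: DMSO neutral wells and GW8510 at 20 µM as positive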
hERG rescue = shields human hERG channel from block by proarrhythmic agents | Q12809 | CHO-hERG, FluxOR thallium flux, dofetilide IC70 present | activation (rescue from dofetilide block), less the hit threshold, % at 10 µM | 0.51% of 310,000 active | AID 1511;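 active = activation above the mean of controls blocked by dofetilide plus 5 SD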;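 also: thallium influx through hERG after potassium depolarization seen as dye fluorescence rise; in these data hits start at about 4.7%; inactives centre near -7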
GSK3 alpha inh = human GSK-3 alpha kinase inhibition. 0.1% of 320,000 active. inhibition, % at 10 µM. ADP-Glo luminescence, 60 min;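 in the data active = inhibition above about 50%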;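 also: GST-tagged GSK-3 alpha with peptide substrate and 25 µM ATP; 0% = DMSO neutral wells and 100% = GW8510 positive control wells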
DYRK1A inh = blocks rat Dyrk1A kinase activity. Q63470. ADP-Glo luminescence, NFATc1 peptide. inhibition, % at 12.5 µM. 0.43% of 310,000 active. AID 504441; in the data active = inhibition above about 50%;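 also: plate controls were vehicle with enzyme for no effect and no enzyme for full effect; many of its hits are not listed in these tables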
RGS4 block = human RGS4 inhibition; HEK293 M3R/RGS4 inducible, Fluo-4 calcium flux; hits give high values; triggered by carbachol at its EC20; B-score at 10 µM; 0.45% of 310,000 active; AID 463165;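 active = B-score, a plate-corrected calcium signal, over three deviations above library mean, with baseline fluorescence within five deviations of library mean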;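 also: RGS4 expression induced by doxycycline in cells with stable M3 receptor; B-score is computed from the integrated fluorescence ratio over baseline after carbachol; higher B-score means a larger calcium signal and so more RGS4 inhibition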
Target sequence (P49798 whole entry, looked up): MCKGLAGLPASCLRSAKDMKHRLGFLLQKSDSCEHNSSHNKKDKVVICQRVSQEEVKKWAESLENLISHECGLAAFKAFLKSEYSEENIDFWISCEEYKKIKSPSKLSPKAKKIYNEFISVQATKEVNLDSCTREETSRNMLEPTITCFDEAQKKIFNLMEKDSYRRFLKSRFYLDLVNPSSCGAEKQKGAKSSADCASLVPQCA
* = called active by the depositor; i = inactive; nt = not tested or not shown.

SMILES	KCNK3 block	KCNK9 inh	KCNQ1 pot	RGS4 act	PolyA inhibitor	KCNQ1 block	GSK3beta inhib	hERG rescue	GSK3 alpha inh	DYRK1A inh	RGS4 block
COc1ccccc1N1CCN(C(=O)c2sc3ncnc(N4CCN(c5ccccn5)CC4)c3c2C)CC1	i	i	i	i	i	i	1.4	-14.9	-2.8	2.0	i
COc1ccc(-c2cc(C(F)(F)F)nc(SCC(=O)N(C)Cc3cn(C)nc3C)n2)cc1OC	i	i	i	i	i	i	-3.9	-10.9	-1.2	nt	i
COc1ccc(Nc2nc(-c3sc(NC(C)=O)nc3C)cs2)cc1	nt	i	i	i	i	i	-1.0	-13.0	0.8	nt	i
c1ccc(CNc2nc(-c3cccs3)nc3ccccc23)cc1	i	i	i	i	i	i	1.2	-14.4	nt	5.2	i
COc1ccc(C(=O)O/N=C(\N)c2ccccn2)c(OC)c1	i	i	i	i	i	i	-5.0	-6.3	3.0	4.8	i
Cc1cc(C)cc(NC(=S)NC2CC3CCCC(C2)N3CC(C)C)c1 (configuration not stated)	i	i	i	i	i	i	1.4	-8.1	9.4	-4.3	i
O=C(Nc1ccc(-c2nc3cccnc3s2)cc1)c1cccnc1Cl	i	i	i	i	i	i	0.8	-9.8	0.1	11.9	i
N#CCO/N=C/C(=O)Nc1ccc(F)cc1F	i	i	i	i	i	i	3.3	-8.0	-1.3	-16.0	i
Cc1ccc(C)c(SCC(=O)OCC(=O)Nc2ccc(S(=O)(=O)N3CCOCC3)cc2)c1	i	i	i	i	i	i	-0.6	-4.5	0.2	-2.1	i
CCC(C)(C)NC(=O)C(c1ccccc1F)N(Cc1ccco1)C(=O)c1csnn1 (configuration not stated)	i	i	i	i	i	i	3.8	-8.3	1.4	-11.2	i
COCCCN1CN(Cc2ccco2)CNC1=S	i	i	i	i	i	i	-4.0	-3.1	-0.2	nt	i
COc1cc(OC)c(OC)cc1/C=N/NC(=O)c1cc(-c2cccn2C)n[nH]1	i	i	i	i	i	i	-6.4	-8.9	12.4	0.7	i
Cc1ccc(C)c(S(=O)(=O)N/N=C/c2ccc(C(=O)O)cc2)c1	i	i	i	i	i	i	-0.4	-9.2	6.7	-6.2	i
COc1ccc(OC)c(/C=N/NC(=O)CCc2c(C)n[nH]c2C)c1	i	i	i	i	i	i	-27.4	-1.2	-2.7	0.1	i
CCN(CC)CCNc1ccc(Cl)cc1[N+](=O)[O-]	i	i	i	i	i	i	-0.4	-7.5	-7.3	5.2	i
O=C(O)COc1ccc(Nc2ccccc2)cc1	i	i	i	i	i	i	-2.2	-7.6	-1.3	-3.5	i
COC(=O)C1=C(CSc2nnnn2C)NC(=O)NC1c1cc(C)ccc1C (configuration not stated)	i	i	i	i	i	i	1.9	-11.3	0.2	nt	i
CC(C)NCCCCOc1ccccc1-c1ccccc1	nt	i	i	i	i	i	-2.9	-1.8	-0.4	nt	i
CCOC(=O)COc1c(-c2ccc(OC)cc2)oc2ccccc2c1=O	i	i	i	i	i	i	2.1	-3.3	1.9	-4.6	i
COc1cccc2c(=O)n(CC(=O)Nc3ccc(F)cc3F)ccc12	i	i	i	i	i	i	-3.9	-13.5	nt	2.6	i
O=C(COc1ccccc1)Nc1sc2c(c1C(=O)NCc1cccnc1)CCCC2	i	i	i	i	i	i	-1.1	-6.1	-4.5	nt	i
S=c1[nH]nc(Cn2nnc3ccccc32)n1-c1ccc(Cl)cc1	i	i	i	i	i	i	4.1	-5.5	0.9	-1.0	i
CCOc1ccc(NC(=O)C(=O)N/N=C/c2ccccc2F)cc1	i	i	i	i	i	i	-3.6	-1.8	0.5	0.8	i
COC(=O)C1=C(C(=O)OC)SC2(S1)C(C(=O)OC)=C(C(=O)OC)SC1=C2c2cc(C)cc(C)c2NC1(C)C	i	i	i	i	i	i	0.0	-3.3	2.1	-0.6	i
CCn1cc(C(=O)NP(=O)(Nc2ccc(C)cc2)Nc2ccc(C)cc2)c2ccccc21	i	i	i	i	i	i	3.9	-11.4	-2.5	0.1	i
Cn1nnnc1SCCNS(=O)(=O)c1ccccc1	i	i	i	i	i	i	-0.2	-4.6	-2.4	-7.2	i
COc1ccc(CC(NC(C)=O)C(=O)NC2CCN(C(=O)c3ccc([N+](=O)[O-])cc3)CC2)cc1OC (configuration not stated)	i	i	i	i	i	i	-3.6	-9.2	-2.1	-9.1	i
COCCCn1c(=O)/c(=C\c2ccccc2OC(C)C)s/c1=C(/C#N)C(=O)Nc1ccc(C(=O)O)cc1	i	i	i	i	i	i	-0.1	-5.2	-3.4	0.3	i
Cc1oc(-c2ccccc2)cc1C(=O)Nc1ccc2ccccc2c1	i	i	i	i	i	i	-0.8	-8.8	-5.2	-0.5	i
CCOc1ccc(NC(=O)NNC(=O)c2cc3ccccc3cc2O)cc1	i	i	i	i	i	i	2.0	-3.3	-1.9	-1.9	i
Cc1c(NC(=O)c2c(O)c3ccccc3n(C)c2=O)c(=O)n(-c2ccccc2)n1C	i	i	i	i	i	i	-0.3	-3.0	0.1	-3.6	i
Nc1nnc(CCS(=O)(=O)c2ccc(Br)cc2)s1	i	i	i	i	i	i	0.9	-19.7	-0.8	-0.8	i
N#Cc1c(N)oc(-c2ccccc2)c1-c1ccccc1	i	i	i	i	i	i	-5.2	-6.5	-0.9	-2.3	i
Cc1cc(C)c(-c2c(O)c3cnn(-c4ccccc4)c3[nH]c2=O)c(C)c1	i	i	i	i	i	i	-1.3	-4.2	-3.8	0.4	i
O=C1CCCN1c1ccc(S(=O)(=O)NCCOc2ccccc2)cc1	i	i	i	i	i	i	-1.9	-8.2	-3.2	0.1	i
O=C(Nc1ccnn1C1CCN(C(=O)c2cccc(Cl)c2)CC1)C1CC1	i	i	i	i	i	i	0.1	-4.6	-2.0	2.9	i
Cc1cccc(NC(=O)c2ccc(N3C(=O)C4CCCCC4C3=O)cc2)c1C (configuration not stated)	i	i	i	i	i	i	1.6	-9.4	nt	-11.4	i
CC(C)(CC(=O)O)CC(=O)N1CCCN(c2nccc(C(F)(F)F)n2)CC1	i	i	i	i	i	i	2.3	-2.7	9.8	0.5	i
COc1ccc(S(=O)(=O)NCC(=O)Nc2cccc(C)c2C)cc1OC	i	i	i	i	i	i	1.3	-21.3	-1.9	-2.4	i
NC(=O)C1Cc2ccccc2CN1S(=O)(=O)c1cccs1 (configuration not stated)	i	i	i	i	nt	i	2.2	-11.2	-2.0	-1.2	i
Cc1ccc(OCC(=O)N/N=C/C=C/c2ccco2)cc1	i	i	i	i	i	i	-0.5	-10.6	0.5	2.0	i
CC(=O)Nc1ccc(NS(=O)(=O)c2ccccc2)cc1	i	i	i	i	i	i	0.2	-17.0	-2.3	0.7	i
Cc1ccc(-c2nc3cc(NS(=O)(=O)c4ccc(C)cc4)ccc3o2)cc1	i	i	i	i	i	i	2.6	-12.3	-3.7	5.4	i
CCOc1ccc2nc(SCc3ccc(OC)cc3)sc2c1	i	i	i	i	i	i	-3.1	-4.1	-3.2	-6.4	i
O=C1c2ccc(Oc3ccc([N+](=O)[O-])cc3)cc2C(=O)N1c1ccncc1	i	i	i	i	i	i	4.2	-4.6	-1.3	-3.1	i
CN(C)S(=O)(=O)c1cc(NC(=O)COC(=O)CCc2ccccc2)ccc1Cl	i	i	i	i	i	i	2.6	-2.0	-2.7	1.5	i
O=C(Nc1ccc(Cl)cc1)OCc1cc(-c2ccccc2)on1	i	i	i	i	i	i	-2.7	-5.5	-4.1	-6.6	6.27*
Cc1ccc(-c2cc(C(F)(F)F)n3nc(C(=O)Nc4ccon4)cc3n2)cc1C	i	i	i	i	i	i	-2.8	-7.2	1.2	-9.2	i
CCOC(=O)Nc1ccc2c(CN3CCC(C(=O)OC)CC3)cc(=O)oc2c1	i	i	i	i	i	i	1.6	-6.4	-1.3	3.7	4.93*
COCC(=O)NC1CCN(S(=O)(=O)c2cccc(C(C)=O)c2)CC1	i	i	i	i	i	i	1.9	-7.0	1.3	-0.6	i

(more compounds)
SMILES	KCNK3 block	KCNK9 inh	KCNQ1 pot	RGS4 act	PolyA inhibitor	KCNQ1 block	GSK3beta inhib	hERG rescue	GSK3 alpha inh	DYRK1A inh	RGS4 block
CCOC(=O)NC(=O)CSc1nnc(C)s1	i	i	i	i	i	i	-2.5	0.6	4.3	-0.9	i
CCCN1c2cccc3cccc(c23)S1(=O)=O	i	i	i	i	i	i	3.8	-1.9	1.3	-9.4	i
Cc1cc(C)cc(OCCCCn2cncn2)c1	i	i	i	i	i	i	-0.3	-1.7	1.6	-7.7	i
COc1cc(CCC(=O)Nc2ccc(Cl)c(C(F)(F)F)c2)cc(OC)c1OC	i	i	i	i	i	i	4.6	-2.4	-0.1	-3.2	i
Cc1ccc(S(=O)(=O)NC(=O)c2cccn2C)cc1	i	i	i	i	i	i	-1.5	-7.4	3.9	1.1	i
Cc1cccc(-n2[nH]c(C)c(C=Nc3ccc4[nH]c(=O)[nH]c4c3)c2=O)c1	i	i	i	i	i	i	-2.6	-2.0	4.3	-0.7	i
O=C(/C=C/c1ccc([N+](=O)[O-])cc1)NCc1ccccn1	i	i	i	i	i	i	1.3	-4.3	-1.8	0.9	i
COc1ccc(OCC(=O)NCCNC(=O)c2ccccn2)cc1	i	i	i	i	i	i	-2.4	-3.6	1.2	1.8	i
C=C(C)Cn1c(C)cc(C)c(S(=O)(=O)c2cccc(C)c2)c1=O	i	-8.39*	i	i	i	i	0.9	-14.5	3.5	9.5	i
CCOc1ccc(Cc2nnc(SCC(=O)Nc3ccc(C(C)=O)cc3)[nH]c2=O)cc1	i	i	i	i	i	i	2.1	-11.9	-1.6	-1.1	i
O=C(CSc1nnc(Cc2cccs2)n1Cc1ccco1)Nc1ccc(Br)cc1	i	i	i	i	i	i	-5.1	-15.0	-0.4	1.4	i
Cc1ccc2sc(NNC(=O)c3cc(-c4cccs4)nc4ccccc34)nc2c1C	nt	i	i	i	i	i	2.3	-12.3	-0.9	nt	i
Cn1c(SCc2ccc(Cl)cc2)nc(C(F)(F)F)cc1=O	i	i	i	i	i	i	1.4	-4.2	1.8	0.5	i
CCCCn1c(-c2ccco2)nc2ccccc2c1=O	i	nt	nt	nt	i	nt	-1.0	nt	2.0	-0.1	nt
COc1ccc(/C=N/NC(=O)c2cccnc2)cc1COc1ccc([N+](=O)[O-])c(C)c1	i	i	i	i	i	i	-0.4	-9.4	0.0	-0.5	i

Compound activity from PubChem.

Not all compounds are listed. The share of hits here may be higher or lower than overall.
